D2 potentiator = HTS Assay for Positive Allosteric Modulators of the Human D2 Dopamine Receptor: Primary Screen for Potentiators | D(2) dopamine receptor (Homo sapiens), P14416 | HEK293 T-REx D2, calcium flux, EC20 dopamine potentiation | potentiation, % at 10 µM | hit rate 0.34% among 340,000;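 active = potentiation over 3 SD above the plate norm, cut at about 30% in these data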; also: 0% is about no effect
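Potentiation of an EC20 dopamine calcium response measured kinetically over 180 s, after a preceding 180 s compound-only read flagging agonists. Cells: inducible Hek293 Trex D2 line, 4000/well, cultured overnight at 30 C before dye loading.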
RXFP1 antag = qHTS Assay for Antagonists of the Relaxin Receptor RXFP1. hit rate 0.59% among 350,000. HEK293-RXFP1, relaxin-stimulated cAMP HTRF, 30 min; hits give low values. activity change, negative = inhibition, % at 57.5 µM. Relaxin receptor 1 (Homo sapiens), Q9HBX9;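 active = activity change of -60% or lower, but not beyond a set lower limit; inconclusive = change between -60% and -40%, or beyond the set limit; inactive = change above -40%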; also: % is scaled to controls: 0 for no effect and ±100 for the full control effect
Target sequence (Q9HBX9 whole entry, looked up): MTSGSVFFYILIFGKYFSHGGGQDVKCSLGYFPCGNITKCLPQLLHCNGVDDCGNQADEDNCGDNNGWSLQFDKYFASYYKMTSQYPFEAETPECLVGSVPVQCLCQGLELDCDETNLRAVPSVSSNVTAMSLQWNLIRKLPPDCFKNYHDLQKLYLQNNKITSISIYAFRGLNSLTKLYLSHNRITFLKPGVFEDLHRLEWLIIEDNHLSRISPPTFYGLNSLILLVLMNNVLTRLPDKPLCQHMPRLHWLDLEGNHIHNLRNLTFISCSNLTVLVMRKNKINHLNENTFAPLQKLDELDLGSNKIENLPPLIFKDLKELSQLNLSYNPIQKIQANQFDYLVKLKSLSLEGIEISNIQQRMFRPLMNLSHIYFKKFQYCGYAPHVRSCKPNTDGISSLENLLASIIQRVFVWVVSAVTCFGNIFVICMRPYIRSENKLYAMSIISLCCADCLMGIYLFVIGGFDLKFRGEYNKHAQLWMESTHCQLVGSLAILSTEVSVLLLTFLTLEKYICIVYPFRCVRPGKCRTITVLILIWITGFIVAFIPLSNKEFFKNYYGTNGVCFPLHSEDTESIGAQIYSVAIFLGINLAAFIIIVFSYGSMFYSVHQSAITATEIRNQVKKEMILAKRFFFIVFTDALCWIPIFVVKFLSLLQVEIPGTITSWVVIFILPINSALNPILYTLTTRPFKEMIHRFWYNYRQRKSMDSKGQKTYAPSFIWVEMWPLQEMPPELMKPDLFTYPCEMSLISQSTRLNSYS
D1 ag = Allosteric Agonists of the Human D1 Dopamine Receptor: qHTS; activation, % at 2 µM; HEK293 T-REx D1 cells, calcium flux, agonist mode; hit rate 1% among 360,000; D(1A) dopamine receptor (Homo sapiens), P21728; in the data active = activation above about 30%; also: 0% is about no effect
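Inducible HEK293 T-REx D1 cells, force-coupled to calcium signalling, were plated at 4000 cells/well with tetracycline and held overnight at 30 C. After no-wash calcium dye loading, compound-evoked calcium rise over 180 s flagged agonists.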
Vif-APOBEC3F blk = qHTS for Inhibitors of Vif-A3F Interactions: qHTS | HeLa A3F-eYFP + Vif (tagged APOBEC3F with the HIV-1 protein that degrades it), YFP fluorescence increase | Potency, µM (doses to about 46.1 µM), without a hit: top-dose activity, negative = active | hit rate 0.2% among 390,000; also: potency is read from the fitted curve at half-maximal effect; % of control where 0% means no effect; nearly all actives have a fitted effect of over 65% in size
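HeLa cells stably expressing A3F-eYFP plus Vif, plated and incubated overnight at 37 deg C, then exposed to compounds overnight at 37 deg C. Blocked degradation read as raised yellow fluorescence (Ex 488/Em 500-530).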
D1 antag = Antagonist of Human D 1 Dopamine Receptor: qHTS. activity change, negative = inhibition, % at 10 µM. hit rate 3.2% among 360,000. D(1A) dopamine receptor (Homo sapiens), P21728. AID 504652, 2011. HEK293 TREx D1 cells, calcium flux, dopamine EC80; hits give low values; in the data active = activity change below about -30%; also: % is scaled to controls: 0 for no effect and ±100 for the full control effect
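Inducible Hek293 Trex D1 cells (tetracycline, overnight, 30 C). Calcium dye 30–90 min RT. Antagonist mode: EC80 dopamine added after 180 s compound read.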
RXFP1 ag = qHTS Assay for Agonists of the Relaxin Receptor RXFP1. Potency, µM (top dose mostly 57.5 µM), without a hit: at the top dose activation, usual class: activators. Relaxin receptor 1 (Homo sapiens), Q9HBX9. hit rate 0.3% among 370,000. HEK293T-RXFP1 cAMP TR-FRET, 30 min; response scale: percent of porcine relaxin response, buffer zero; also: potency is read from the fitted curve at half-maximal effect; % is scaled to controls: 0 for no effect and ±100 for the full control effect; nearly all actives have a fitted effect of over 60% in size; many of its hits are not listed in these tables
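Agonist response is measured as cAMP accumulation in an RXFP1-transfected HEK293T line under PDE4 inhibition. Values are scaled between buffer-only and 29 nM porcine relaxin, and EC50s come from standard Hill equation fits.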
Vif-A3G inh = qHTS for Inhibitors of Vif-A3G Interactions: qHTS. HeLa A3G-eYFP + Vif (tagged APOBEC3G with the HIV-1 protein that degrades it), YFP fluorescence, overnight. Potency, µM (titrated, usually from 46.1 µM), for the others: top-dose activity, negative = active, actives largely listed as inhibitors. hit rate 0.076% among 410,000;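 also: potency is read from the fitted curve at half-maximal effect; % is scaled to controls: 0 for no effect and ±100 for the full control effect; nearly all actives have a fitted effect of over 60% in size; hits raise eYFP signal because A3G escapes Vif-driven loss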
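Read-out is eYFP fluorescence (Ex 488/Em 500-530) from Vif-expressing HeLa A3G-eYFP cells; more signal means A3G escaped Vif-mediated degradation. Cells plated overnight, compound pinned in, incubated overnight at 37 deg C.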
Glioma ERSR ind = qHTS for Inducers of the Endoplasmic Reticulum Stress Response (ERSR) in Human Glioma: qHTS; U87-MG GRP78 promoter luciferase reporter, 16 h; Potency, µM, without a hit: at the highest dose activation, hits mostly activators; hit rate 0.02% among 420,000; also: potency is read from the fitted curve at half-maximal effect; series mostly up to about 76 µM; % of control where 0% means no effect; nearly all actives have a fitted effect of over 35% in size
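ERSR induction read as luciferase luminescence (Bright-Glo, 10 min at room temperature) in stably transfected human U87-MG glioma cells exposed to compounds for 16 h, using GRP78 as sensor.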
D1 PAM = Potentiators of Human D1 Dopamine Receptor: qHTS; D(1A) dopamine receptor (Homo sapiens), P21728; HEK293 TREx D1 cells, calcium flux, dopamine EC20 potentiation; potentiation, % at 10 µM; hit rate 0.036% among 360,000; in the data active = potentiation above about 30%; also: 0% is about no effect
* = called active by the depositor; ? = inconclusive; · = not tested or not shown. Unless noted, calls follow the shape of the dose curve; as a rule, active = well fitted curve in the direction sought with a large enough effect; inconclusive = small, poorly fitted or top-dose-only effect, or another doubt; inactive = no such curve, though single readings can be large; an effect the other way counts as inactive or inconclusive.

Start of the data: the first 2 compounds, ahead of the listing:
SMILES	D2 potentiator	RXFP1 antag	D1 ag	Vif-APOBEC3F blk	D1 antag	RXFP1 ag	Vif-A3G inh	Glioma ERSR ind	D1 PAM
Brc1ccc(OCCCCN2CCCCC2)cc1	-29	7	8	6%	-18	-0.1%	0%	-1%	2
CCc1c(C(=O)Nc2ccc(OC)cc2)[nH]c(C)c1C(C)=O	·	-5	3	-2%	-30	2.7%	1%	8%	-5

The listing, from the start:
SMILES	D2 potentiator	RXFP1 antag	D1 ag	Vif-APOBEC3F blk	D1 antag	RXFP1 ag	Vif-A3G inh	Glioma ERSR ind	D1 PAM
Brc1ccc(OCCCCN2CCCCC2)cc1	-29	7	8	6%	-18	-0.1%	0%	-1%	2
CCc1c(C(=O)Nc2ccc(OC)cc2)[nH]c(C)c1C(C)=O	·	-5	3	-2%	-30	2.7%	1%	8%	-5
O=C(CCCNC(=O)c1ccc(Cl)cc1)OCc1cccc(Br)c1	-6	-8	9	3%	-11	0.5%	0%	-1%	-2
Cc1cc(C)nc(NNC2=CC(=[N+]3CCCCC3)CC(C)(C)C2)n1	5	-2	1	?	7	-0.3%	-1%	-4%	-2
CC(C)N1CCC(=NNC(=O)c2ccccc2[N+](=O)[O-])CC1	-6	-1	-1	2%	-6	0.1%	0%	-1%	1
C=CCOc1ccc(/C=C2\SC(=S)N(NS(=O)(=O)c3ccccc3)C2=O)cc1	6	-5	0	1%	-26	0.2%	-10%	-3%	9
CC(=O)c1cccc(S(=O)(=O)N2CCC(C(=O)Nc3cccc(C(=O)NC4CC4)c3)CC2)c1	9	3	2	2%	11	0.3%	0%	-4%	0
CCCCC1=CC2=CC(=O)C(C)(OC(=O)CC)C(=O)C2=CN1C1CCCCC1 (stereo not drawn)	3	·	0	3%	0	1.0%	-9%	-3%	-1
O=C(CC1OC(=O)c2ccccc21)Nc1cc(Cl)ccc1N1CCOCC1 (stereo not drawn)	·	5	·	-3%	·	·	-1%	-2%	·
Cc1cccc(NC(NC(=O)Cc2ccccc2)C(Cl)(Cl)Cl)c1 (stereo not drawn)	-6	-19	1	-5%	-15	-0.1%	-1%	-5%	-5
CCNc1nc(NCC)nc(N(n2cnnc2)S(=O)(=O)c2ccc(C)cc2)n1	·	7	1	5%	11	-0.9%	-4%	1%	-5
CN1CCc2c(n(CC(O)CN(CCO)CCO)c3ccccc23)C1=O (stereo not drawn)	11	-3	0	1%	-15	0.3%	1%	-5%	-2
Cc1c(O)ccc(/C=N/Nc2nc(-c3cccnc3)nc3ccccc23)c1O	-13	-14	0	?	1	-1.2%	-28%	7%	2
O=C(O)CCCC(=O)N1CCN(c2cccc(Cl)c2)CC1	2	4	3	1%	1	2.0%	0%	?	-9
CC1CN(C(=O)COC(=O)c2ccc(F)cc2Cl)CC(C)O1 (stereo not drawn)	2	6	3	1%	4	-0.6%	-6%	-1%	-10
COc1ccc(N2CCN(C(=O)c3cc4c(s3)CCCCC4)CC2)cc1	-2	0	1	-12%	-57*	-1.9%	-3%	2%	-11
COc1cc(/C=N/NC(=O)COc2cc(C)cc(C)c2)ccc1OS(=O)(=O)c1ccc(C)cc1	2	10	2	7%	13	0.1%	0%	-1%	-2
Cc1cccc(C(=O)NNC(=O)c2ccccc2[N+](=O)[O-])c1	7	15	1	1%	9	0.1%	1%	-2%	-2
CCOc1cc(C(=O)Nc2ccc(S(=O)(=O)Nc3cc(OC)nc(OC)n3)cc2)cc(OCC)c1OCC	1	-18	4	-7%	-1	2.3%	-5%	0%	-1
CCOC(=O)C1(Cc2ccccc2C(F)(F)F)CCN(C2CCN(C(C)C)CC2)CC1	6	3	1	-6%	-2	0.5%	2%	-4%	-2
Cc1ccc(CNC(=O)CN(Cc2cccs2)C(=O)C2(C)CC(=O)N=C3C=CC=CN32)cc1 (stereo not drawn)	1	-6	0	5%	-6	-0.3%	1%	-2%	-3
CC(=O)Nc1ccc(S(=O)(=O)Nc2nc3ccccc3nc2Nc2ccc(C(=O)O)c(O)c2)cc1	·	-9	·	?	·	·	3%	-5%	·
Clc1ccc(Cn2ncc3c(N4CCCC4)ncnc32)cc1	24	1	6	-12%	12	0.4%	-7%	-1%	-1
COc1c(C)cc(C(=O)C2CCCN(C(=O)Cn3ccc(C)n3)C2)cc1C (stereo not drawn)	-1	-5	1	-2%	3	-0.1%	-3%	-3%	3
COc1ccc(-c2nn(-c3ccccc3)cc2/C=N/O)cc1OC	9	6	1	-13%	1	0.0%	-3%	-3%	-9
COc1ccc(S(=O)(=O)N2CCCCCC2)cc1C(=O)Nc1ccccn1	0	12	4	-3%	-8	?	-4%	-5%	-9
COc1cc(NC(=O)c2cccc(Br)c2)nc(OC)n1	-21	-27	4	2%	2	2.1%	-1%	5%	-4
O=C(NC(c1ccccc1)c1ccccc1)C1(c2cccs2)CCOCC1	6	-10	0	-12%	20	-1.1%	-3%	-5%	-2
Cn1c2ccccc2c2c(C(=O)N3CCN(C(=O)c4ccco4)CC3)cn(C3CCCCC3)c(=O)c21	13	-11	1	7%	-11	-0.9%	0%	-1%	-3
CCN(CC)CCN1C(=O)C(=O)/C(=C(/O)c2ccc(S(=O)(=O)N3CCOCC3)cc2)C1c1ccccc1 (stereo not drawn)	1	16	3	-2%	-2	2.0%	0%	0%	-1
CCOc1cccc(-c2nnc3n2N=C(c2cc(OC)ccc2OC)CS3)c1	7	-10	1	0%	17	12%	0%	-5%	4
COc1cccc(OC)c1C(=O)OCC(=O)N1CC(C)CC(C)C1 (stereo not drawn)	1	-5	4	-7%	-6	-0.3%	-1%	-3%	·
O=C(C1CCC1)N1CCN(c2cccc(C(F)(F)F)c2)CC1	13	-2	5	-7%	-54*	0.7%	-1%	0%	-7
Cc1ccccc1N=C1N=C(N)c2ccccc21	-2	·	-1	-5%	10	1.4%	1%	-4%	-3
COC(=O)c1cc(S(=O)(=O)N2CCN(Cc3ccccc3)CC2)cn1C	0	-1	5	0%	-9	-0.9%	-5%	-4%	-16
c1nc(N2CCCC2)c2[nH]cnc2n1	-1	-6	0	-5%	-7	1.3%	0%	-1%	-3
CCOc1cc(NS(=O)(=O)c2ccc(OC)cc2)c(OCC)cc1NC(=O)c1ccco1	6	2	8	-12%	-7	0.4%	1%	-3%	5
CC(C)CCOP(=O)(c1ccc(N(C)C)cc1)C(O)c1ccc(C(C)C)cc1 (stereo not drawn)	20	-19	6	-24%	4	-3.0%	1%	-7%	-5
CCCn1c(=N)n(CC(=O)C(C)(C)C)c2ccccc21	6	-20	9	5%	7	-0.3%	-5%	-9%	-9
O=C(CSc1c2c(nc3ccc(Cl)cc13)CCCC2)NCc1ccco1	11	7	0	-18%	8	5.0%	-17%	-16%	0
CC1CCN(S(=O)(=O)c2ccc(C(=O)NCc3ccco3)cc2)CC1	-4	-4	4	3%	3	3.9%	2%	-4%	-3
Nc1n[nH]c(S(=O)(=O)CCCc2ccccc2)n1	3	4	1	0%	-5	2.0%	-3%	-1%	6
CNC(=S)NC1CC2CCCC(C1)N2Cc1ccco1 (stereo not drawn)	-11	-10	4	-10%	-24	2.8%	1%	-4%	-4
CCCN(CCC)CCNC(=O)c1cc2c(=O)n(CC)c3ccccc3c2s1	-9	-32	3	10%	-5	1.1%	3%	-10%	-11
O=C(NCCCN1CCOCC1)c1ccc2c(c1)N(Cc1ccc(F)cc1)CCS2	9	-5	6	0%	37	14%	0%	-4%	0
O=C(CCc1nnc2ccc(NCc3ccco3)nn12)N1CCN(c2ccccc2)CC1	-5	-1	-1	4%	2	11%	-4%	1%	-5
CNc1ccc(Br)cc(C(=O)/C=C/c2ccc(Cl)cc2Cl)c1=O	13	-3	12	?	24	-0.6%	?	-12%	4

Sorted by formula weight (descending): part of the list above.
SMILES	D2 potentiator	RXFP1 antag	D1 ag	Vif-APOBEC3F blk	D1 antag	RXFP1 ag	Vif-A3G inh	Glioma ERSR ind	D1 PAM
CCOc1cc(NS(=O)(=O)c2ccc(OC)cc2)c(OCC)cc1NC(=O)c1ccco1	6	2	8	-12%	-7	0.4%	1%	-3%	5
CC(C)CCOP(=O)(c1ccc(N(C)C)cc1)C(O)c1ccc(C(C)C)cc1 (stereo not drawn)	20	-19	6	-24%	4	-3.0%	1%	-7%	-5
CCCN(CCC)CCNC(=O)c1cc2c(=O)n(CC)c3ccccc3c2s1	-9	-32	3	10%	-5	1.1%	3%	-10%	-11
O=C(CSc1c2c(nc3ccc(Cl)cc13)CCCC2)NCc1ccco1	11	7	0	-18%	8	5.0%	-17%	-16%	0
COC(=O)c1cc(S(=O)(=O)N2CCN(Cc3ccccc3)CC2)cn1C	0	-1	5	0%	-9	-0.9%	-5%	-4%	-16
CC1CCN(S(=O)(=O)c2ccc(C(=O)NCc3ccco3)cc2)CC1	-4	-4	4	3%	3	3.9%	2%	-4%	-3
O=C(C1CCC1)N1CCN(c2cccc(C(F)(F)F)c2)CC1	13	-2	5	-7%	-54*	0.7%	-1%	0%	-7
CNC(=S)NC1CC2CCCC(C1)N2Cc1ccco1 (stereo not drawn)	-11	-10	4	-10%	-24	2.8%	1%	-4%	-4
CCCn1c(=N)n(CC(=O)C(C)(C)C)c2ccccc21	6	-20	9	5%	7	-0.3%	-5%	-9%	-9
Nc1n[nH]c(S(=O)(=O)CCCc2ccccc2)n1	3	4	1	0%	-5	2.0%	-3%	-1%	6
Cc1ccccc1N=C1N=C(N)c2ccccc21	-2	·	-1	-5%	10	1.4%	1%	-4%	-3
c1nc(N2CCCC2)c2[nH]cnc2n1	-1	-6	0	-5%	-7	1.3%	0%	-1%	-3

Screens deposited in PubChem BioAssay by National Center for Advancing Translational Sciences (NCATS).

Not all compounds are listed; the hit share may differ from the screen's.
